Screening results from PubChem.
Nrf2 activator = activates Nrf2 signaling; AREc32 ARE-luciferase reporter (MCF7-derived line), luminescence, 24 h; Potency, µM (doses to about 46.1 µM), for the others: at the top dose activation, actives largely listed as activators; 410,000 compounds, 0.31% hits; note: potency is the fitted concentration of half-maximal effect; % of control where 0% means no effect; nearly all actives have a fitted effect of over 65% in size
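Each well held 1000 AREc32 cells, which were incubated with compound for 24 hr at 37 deg C after overnight attachment, and ARE reporter activity was quantified by firefly luciferase luminescence.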
ATXN2 expr inh = inhibitors of ATXN2 expression | Potency, µM (series often up to 57 µM), inactives show at the top dose activity change, negative = inhibition, actives largely listed as inhibitors | HEK-293 ATXN2-luciferase reporter, luminescence, 24 h | 360,000 compounds, 0.72% hits; note: potency is the fitted concentration of half-maximal effect; % is set by controls: 0 for no effect and ±100 for the full control effect; nearly all actives have a fitted effect of over 55% in size
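qHTS (up to 57 uM final) was run with 24 h compound exposure of reporter cells at 37 °C. Each well was multiplexed: SteadyGlo luminescence measured ATXN2-luciferase expression after a fluorogenic Gly-Phe-AFC viability readout (25 uM final).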
ATXN viability = viability counter-screen for ATXN expression inhibitors. Potency, µM (titrated, usually from 56.7 µM), usual class: cytotoxic. AID 651635. 400,000 compounds, 0.49% hits. S2 cells (HEK-293 line with an ATXN2-luciferase reporter) viability, CellTiter-Fluor protease fluorescence, 24 h; note: potency is the fitted concentration of half-maximal effect; nearly all actives have a fitted effect of over 40% in size
MCF10A rerep = inducers of DNA re-replication in MCF 10A breast cells. MCF 10A DNA re-replication, Hoechst nuclear intensity, 48 h. Potency, µM (titrated, usually from 46.1 µM), inactives show at the highest dose activity, positive = re-replication, usual class: activators. 350,000 compounds, 2.9% hits; note: potency is the fitted concentration of half-maximal effect; % of control where 0% means no effect; nearly all actives have a fitted effect of over 50% in size
A549 viability = kills or reduces viability of A549 cells in Nrf2 counter-screen | A549 ARE-Fluc cells, CellTiter-Fluor viability, 18-24 h | Potency, µM (titrated, usually from 46 µM), inactives show at the highest dose activity change, negative = cytotoxicity, hits mostly inhibitors | 390,000 compounds, 0.16% hits; note: potency is the fitted concentration of half-maximal effect; % is set by controls: 0 for no effect and ±100 for the full control effect
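Cytotoxicity counterscreen: CellTiter-Fluor fluorescence was measured in A549 ARE_Fluc cells after 18-24 h of compound exposure in a concentration series. The subsequent BugLite luminescent read reports ARE-luciferase activity.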
HepG2 tox = HepG2 cytotoxicity, counter-screen for TGF-b inhibitors | HepG2 CAGA-GFP viability, ATP luminescence, 18 h | Potency, µM (top dose mostly 46.1 µM), without a hit: top-dose activity change, negative = cytotoxicity, hits mostly cytotoxic | 410,000 compounds, 0.76% hits; note: potency is the fitted concentration of half-maximal effect; some results filed as inactive show a strong effect at the top dose
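CellTiter-Glo luminescence gave cytotoxicity after 18 hours at 37 degrees C. The cells were HepG2 CAGA-GFP in 1% FBS DMEM, stimulated with 500 pg/mL TGF-beta after compound addition. %Activity was normalised to no-cell wells (complete cell-killing) and DMSO (no toxicity), and curves were fitted and classified.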
IL1B secr inh = inflammasome signaling inhibition, IL-1 beta readout. 360,000 compounds, 4.7% hits. activity change, % at 57.5 µM. AID 743279. THP-1 LPS/ATP IL-1B secretion, AlphaLISA, 16 h; stronger effect = lower value; in the data active = activity change below about -50%; inconclusive = mostly about -30% to -49%; note: % is set by controls: 0 for no effect and ±100 for the full control effect
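Secreted IL-1B measured by AlphaLISA bead assay after 16 h compound exposure of THP-1 cells; compounds (final up to 57.5 uM) added 1 h before LPS (250 ng/mL) and ATP (1.25 mM) stimulation; lower signal means less secretion.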
TGFb SMAD3 inh = TGF-b pathway inhibition; AID 588855; Potency, µM (doses to about 46.1 µM), for inactives: at the highest dose activity, negative = inhibition, actives largely listed as inhibitors; 410,000 compounds, 1.2% hits; HepG2 CAGA-GFP TGF-b/SMAD3 reporter, GFP fluorescence, 18 h; TGF-beta stimulated, 500 pg/mL final; note: potency is the fitted concentration of half-maximal effect; % is set by controls: 0 for no effect and ±100 for the full control effect; nearly all actives have a fitted effect of over 65% in size
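Cell-based qHTS in HEPG2 carrying a CAGA-GFP Smad reporter; compounds added before 500 pg/mL final TGF-beta, 18 h incubation at 37 degrees C, GFP fluorescence quantified per cell by imaging cytometry.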
Nrf2 inh = Nrf2 pathway inhibition; 360,000 compounds, 2.1% hits; A549 ARE-Fluc reporter, luciferase luminescence, 18-24 h; AID 504444; Potency, µM (series often up to 46 µM), for inactives: top-dose activity change, negative = inhibition, most hits filed as inhibitors; note: potency is the fitted concentration of half-maximal effect; % is set by controls: 0 for no effect and ±100 for the full control effect; nearly all actives have a fitted effect of over 60% in size
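Two sequential reads on A549 ARE_Fluc cells exposed to compound for 18-24 h: a CellTiter-Fluor fluorescence read for viability, then a luciferase luminescence read for Nrf2/ARE activity.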
* hit, by the source's call. Unless noted, calls come from the whole dose curve; as a rule, active = well fitted curve in the direction sought with a large enough effect; inconclusive = small, poorly fitted or top-dose-only effect, or another doubt; inactive = no such curve, though single readings can be large; an effect the other way counts as inactive or inconclusive.

What do the screens show for `COc1ccc2c(c1)cc(C(=O)N/N=C/c1c(O)c(C(=O)O)cc3ccccc13)n2C`?
Nrf2 activator: 0.0%; ATXN2 expr inh: -6%; MCF10A rerep: -10%; A549 viability: 12%; HepG2 tox: 20%; IL1B secr inh: 0; TGFb SMAD3 inh: 1%; Nrf2 inh: 3%

What do the screens show for `O=C(Cc1ccc(-c2ccccc2)cc1)NNC(=S)NCc1ccco1`?
Nrf2 activator: -0.6%; ATXN2 expr inh: -6%; ATXN viability: inactive; MCF10A rerep: inconclusive; A549 viability: -6%; HepG2 tox: -7%; IL1B secr inh: 19; TGFb SMAD3 inh: 0%; Nrf2 inh: inconclusive

What do the screens show for `c1ccc(CC2CCN(C3=Nc4cccc5cccc3c45)CC2)cc1`?
Nrf2 activator: 0.5%; ATXN2 expr inh: 3%; ATXN viability: inactive; MCF10A rerep: 9.2µM*; A549 viability: inconclusive; HepG2 tox: 13µM*; IL1B secr inh: -30; TGFb SMAD3 inh: inconclusive; Nrf2 inh: 13%

Results for CC(C)(C)NC(=O)NC(=O)COC(=O)CNC(=O)c1cc(Cl)cc([N+](=O)[O-])c1 ?
Nrf2 activator: 0.2%; ATXN2 expr inh: -25%; ATXN viability: inactive; MCF10A rerep: 8%; A549 viability: 0%; HepG2 tox: -18%; IL1B secr inh: 19; TGFb SMAD3 inh: -17%; Nrf2 inh: -4%

How did Cc1ccccc1C(=O)N(Cc1ccc(N(C)C)cc1)CC1CCCO1 (stereo not given) do in these assays?
Nrf2 activator: -0.7%; A549 viability: -3%; HepG2 tox: -6%; TGFb SMAD3 inh: -1%; Nrf2 inh: -10%

How did O=C(N/N=C/c1cc2c(cc1[N+](=O)[O-])OCO2)c1cccnc1 do in these assays?
Nrf2 activator: 0.0%; ATXN2 expr inh: -8%; ATXN viability: inactive; MCF10A rerep: -1%; A549 viability: -1%; HepG2 tox: -7%; IL1B secr inh: 1; TGFb SMAD3 inh: 1%; Nrf2 inh: 2%

Results for CN1C(C)(C)CC(=NO)CC1(C)C ?
Nrf2 activator: -0.3%; ATXN2 expr inh: 1%; ATXN viability: inactive; MCF10A rerep: 1%; A549 viability: 4%; HepG2 tox: -12%; IL1B secr inh: -2; TGFb SMAD3 inh: 0%; Nrf2 inh: 4%

Results for NC(=S)Nc1ccc(Cl)cc1Cl ?
Nrf2 activator: 0.4%; ATXN2 expr inh: -23%; ATXN viability: inactive; MCF10A rerep: -4%; A549 viability: 5%; HepG2 tox: -13%; IL1B secr inh: 11; TGFb SMAD3 inh: -7%; Nrf2 inh: -15%

What do the screens show for `COc1ccc(OC)c(-c2nc(C(N)=O)c3c(n2)n(-c2ccc4c(c2)OCO4)c(=O)n3C)c1`?
Nrf2 activator: -0.2%; ATXN2 expr inh: 5%; ATXN viability: inactive; A549 viability: -16%; HepG2 tox: -6%; TGFb SMAD3 inh: 10%

How did O=C(Nc1nc2ccc(F)cc2s1)Oc1ccccc1 do in these assays?
Nrf2 activator: 3.4%; ATXN2 expr inh: 1%; ATXN viability: inactive; MCF10A rerep: -4%; A549 viability: 2%; HepG2 tox: -22%; IL1B secr inh: -16; TGFb SMAD3 inh: 14%; Nrf2 inh: inconclusive

What do the screens show for `O=C(Nc1ccc2oc(-c3cccc(Cl)c3Cl)nc2c1)c1cccc(Br)c1`?
Nrf2 activator: 0.1%; A549 viability: -4%; HepG2 tox: -1%; TGFb SMAD3 inh: 1%; Nrf2 inh: inconclusive

Results for Cc1ccc(NC(=O)COc2ccc(CCO)cc2-n2nc3ccccc3n2)cc1C ?
Nrf2 activator: 9.8%; ATXN2 expr inh: -14%; ATXN viability: inconclusive; MCF10A rerep: inconclusive; A549 viability: inconclusive; HepG2 tox: -46%; IL1B secr inh: -6; TGFb SMAD3 inh: inconclusive; Nrf2 inh: -5%

How did CN(C)c1ccc(CNn2cnnc2SCc2ccccc2F)cc1 do in these assays?
Nrf2 activator: 2.2%; ATXN2 expr inh: 37%; ATXN viability: inactive; MCF10A rerep: 0%; A549 viability: 11%; HepG2 tox: -22%; IL1B secr inh: -2; TGFb SMAD3 inh: 31%; Nrf2 inh: inconclusive

How did Cc1c(C(=O)Nc2ccc(OC(F)(F)F)cc2)sc2nc3n(c(=O)c12)CCC3 do in these assays?
Nrf2 activator: 2.9%; ATXN2 expr inh: -17%; ATXN viability: inactive; MCF10A rerep: inconclusive; A549 viability: -17%; HepG2 tox: 6%; IL1B secr inh: 45; TGFb SMAD3 inh: -11%; Nrf2 inh: 10µM*

How did Cc1ccc(C)n1-c1ccc(C(=O)N2CCOCC2)cc1 do in these assays?
Nrf2 activator: 0.3%; ATXN2 expr inh: 1%; ATXN viability: inactive; MCF10A rerep: 4%; A549 viability: -6%; HepG2 tox: 2%; IL1B secr inh: 0; TGFb SMAD3 inh: 2%; Nrf2 inh: 3%

What do the screens show for `CCCCN(C(=O)c1cccc(S(=O)(=O)N2CCN(Cc3ccccc3)CC2)c1)c1ccccc1`?
Nrf2 activator: 0.0%; ATXN2 expr inh: -17%; ATXN viability: inactive; MCF10A rerep: 8%; A549 viability: -12%; HepG2 tox: 4%; IL1B secr inh: -17; TGFb SMAD3 inh: 0%; Nrf2 inh: inconclusive

How did COc1ccnc2c1c(=O)n(Cc1ccc(F)cc1)c(=O)n2C do in these assays?
Nrf2 activator: 0.1%; ATXN2 expr inh: 10%; ATXN viability: inactive; MCF10A rerep: 3%; A549 viability: 11%; HepG2 tox: -4%; IL1B secr inh: 5; TGFb SMAD3 inh: 9%; Nrf2 inh: -2%

How did O=C(Nc1cc(C(F)(F)F)ccc1Cl)c1cccnc1 do in these assays?
Nrf2 activator: 2.6%; ATXN2 expr inh: -10%; ATXN viability: inactive; MCF10A rerep: -4%; A549 viability: 4%; HepG2 tox: -6%; IL1B secr inh: -1; TGFb SMAD3 inh: -10%; Nrf2 inh: -4%

How did O=C(CCN1CCCCO1)N1CCCC(Nc2ccc(F)c(F)c2)C1 (stereo not given) do in these assays?
Nrf2 activator: 0.0%; ATXN2 expr inh: 2%; ATXN viability: inactive; MCF10A rerep: -2%; A549 viability: -12%; HepG2 tox: 0%; IL1B secr inh: 9; TGFb SMAD3 inh: 0%; Nrf2 inh: -3%

Results for Cc1ccc(CNS(=O)(=O)NCc2cccs2)cc1 ?
Nrf2 activator: 0.2%; ATXN viability: inactive; MCF10A rerep: 5%; A549 viability: -11%; HepG2 tox: -10%; IL1B secr inh: -13; TGFb SMAD3 inh: -14%; Nrf2 inh: 3%

Arranged by SMILES length (falling): part of the list above.
How did Cc1c(C(=O)Nc2ccc(OC(F)(F)F)cc2)sc2nc3n(c(=O)c12)CCC3 do in these assays?
Nrf2 activator: 2.9%; ATXN2 expr inh: -17%; ATXN viability: inactive; MCF10A rerep: inconclusive; A549 viability: -17%; HepG2 tox: 6%; IL1B secr inh: 45; TGFb SMAD3 inh: -11%; Nrf2 inh: 10µM*

How did Cc1ccccc1C(=O)N(Cc1ccc(N(C)C)cc1)CC1CCCO1 (stereo not given) do in these assays?
Nrf2 activator: -0.7%; A549 viability: -3%; HepG2 tox: -6%; TGFb SMAD3 inh: -1%; Nrf2 inh: -10%

How did CN(C)c1ccc(CNn2cnnc2SCc2ccccc2F)cc1 do in these assays?
Nrf2 activator: 2.2%; ATXN2 expr inh: 37%; ATXN viability: inactive; MCF10A rerep: 0%; A549 viability: 11%; HepG2 tox: -22%; IL1B secr inh: -2; TGFb SMAD3 inh: 31%; Nrf2 inh: inconclusive

The list goes on:
Results for Cc1ccn2c(C(=O)NN=C3CCN(C)CC3)c(C)nc2c1 ?
Nrf2 activator: -0.4%; ATXN2 expr inh: -3%; ATXN viability: inactive; MCF10A rerep: -6%; A549 viability: 1%; HepG2 tox: -139%; IL1B secr inh: 2; TGFb SMAD3 inh: -5%; Nrf2 inh: 1%

What do the screens show for `Cc1ccc(NC(=O)Nn2cnnc2)c(C)c1`?
Nrf2 activator: 3.2%; ATXN2 expr inh: -7%; ATXN viability: inactive; MCF10A rerep: 9%; A549 viability: 18%; HepG2 tox: -6%; IL1B secr inh: 0; TGFb SMAD3 inh: -2%; Nrf2 inh: 4%

What do the screens show for `CCOC(=O)c1cc(C)n(-c2ccccc2)c1C`?
Nrf2 activator: 3.0%; ATXN2 expr inh: 9%; ATXN viability: inactive; MCF10A rerep: 1%; A549 viability: 10%; HepG2 tox: 14%; IL1B secr inh: 0; TGFb SMAD3 inh: 11%; Nrf2 inh: inconclusive

What do the screens show for `Cc1ccc(C(C)NC(=O)C2CCCC2)c(C)c1` (stereo not given)?
Nrf2 activator: -0.4%; ATXN2 expr inh: -19%; MCF10A rerep: -5%; A549 viability: -3%; HepG2 tox: -3%; IL1B secr inh: 0; TGFb SMAD3 inh: -27%; Nrf2 inh: -13%

What do the screens show for `Cc1ccc(C(=O)N/N=C\c2cc(Br)c(Br)o2)cn1`?
Nrf2 activator: 3.1%; ATXN2 expr inh: -15%; ATXN viability: inactive; MCF10A rerep: inconclusive; A549 viability: -8%; HepG2 tox: 2%; TGFb SMAD3 inh: -1%; Nrf2 inh: -18%

How did CCOC(=O)c1ccc(Nc2ncnc3nc[nH]c23)cc1 do in these assays?
Nrf2 activator: 2.1%; ATXN2 expr inh: 10%; ATXN viability: inactive; MCF10A rerep: 13%; A549 viability: -4%; HepG2 tox: 1%; IL1B secr inh: -2; TGFb SMAD3 inh: 10%; Nrf2 inh: 7%

What do the screens show for `COc1cc(OC)c(NC(c2nnc(-c3ccccc3)o2)c2ccc(F)cc2Cl)cc1Cl` (stereo not given)?
Nrf2 activator: 6.4%; ATXN2 expr inh: 2%; ATXN viability: inactive; A549 viability: -3%; HepG2 tox: -10%; TGFb SMAD3 inh: -40%; Nrf2 inh: -6%

Results for CC1CCCCN1C(=O)COC(=O)c1ccc(=O)n(Cc2ccccc2)n1 (stereo not given) ?
Nrf2 activator: 0.2%; ATXN2 expr inh: -14%; ATXN viability: inactive; MCF10A rerep: inconclusive; A549 viability: -2%; HepG2 tox: -4%; IL1B secr inh: 2; TGFb SMAD3 inh: 2%; Nrf2 inh: -3%
